# Pol kappa inh: DNA polymerase kappa (human) inhibition. Q9UBT6. purified Pol kappa, fluorescent DNA synthesis assay, 10 min. Potency, µM (series often up to 107 µM), for the others: at the top dose activity, negative = inhibition, usual class: inhibitors. 400,000 compounds, 0.53% hits. AID 588579; note: % is set by controls: 0 for no effect and ±100 for the full control effect
#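 Fluorescent qHTS in 1536-well format: enzyme (10 nM) and compound sat 15 min at room temperature before 50 nM substrate (final) was added. Signal taken at 0 and 10 min; no-enzyme buffer wells were negative controls.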
# BAZ2B block: blocks human BAZ2B. Q9UIF8. AID 504333. 360,000 compounds, 4.4% hits. AlphaScreen BAZ2B-H3K14Ac peptide displacement. Potency, µM (top dose mostly 114 µM), without a hit: top-dose activity change, negative = inhibition, most hits filed as inhibitors; note: % is set by controls: 0 for no effect and ±100 for the full control effect; nearly all actives have a fitted effect of over 60% in size
#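 AlphaScreen displacement: compounds (up to 110uM) incubated 30 min at room temperature with a preformed 50 nM BAZ2B/50 nM biotinylated H3K14Ac peptide complex in PBS pH 7.4 with Tween-20. Donor and acceptor beads at 10 ug/mL final added, 20 min light-protected before reading.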
# POLB inh: inhibitors of human DNA polymerase beta | P06746 | Pol beta primer extension/strand displacement, fluorescence kinetic | Potency, µM (series often up to 114 µM), for the others: at the highest dose activity change, negative = inhibition, hits mostly inhibitors | 340,000 compounds, 1.3% hits | AID 485314; note: % is set by controls: 0 for no effect and ±100 for the full control effect
#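 Enzyme-only controls used 10 nM Pol beta; buffer lacking enzyme served as negative control. Compound preincubated 15 min, then 50 nM substrate added; 0 and 10 min reads at room temperature.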
# POLI inh: inhibitors of human DNA polymerase iota; Q9UNA4; Pol iota fluorescent replication assay, 10 min; Potency, µM (top dose mostly 115 µM), inactives show at the top dose activity, negative = inhibition, usual class: inhibitors; 390,000 compounds, 1% hits
#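 Pol iota at 10 nM preincubated 15 min with compounds at room temperature; reaction started with fluorescent substrate, 50 nM final. Fluorescence read kinetically at 0 and 10 min; buffer-only wells as negative control.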
# POLH inh: blocks human DNA polymerase eta activity | Q9Y253 | recombinant Pol eta, fluorescent DNA replication assay | Potency, µM (doses to about 114 µM), without a hit: top-dose activity change, negative = inhibition, usual class: inhibitors | 390,000 compounds, 1.2% hits | AID 588591; note: % is set by controls: 0 for no effect and ±100 for the full control effect
# Target sequence (Q9Y253 whole entry, looked up): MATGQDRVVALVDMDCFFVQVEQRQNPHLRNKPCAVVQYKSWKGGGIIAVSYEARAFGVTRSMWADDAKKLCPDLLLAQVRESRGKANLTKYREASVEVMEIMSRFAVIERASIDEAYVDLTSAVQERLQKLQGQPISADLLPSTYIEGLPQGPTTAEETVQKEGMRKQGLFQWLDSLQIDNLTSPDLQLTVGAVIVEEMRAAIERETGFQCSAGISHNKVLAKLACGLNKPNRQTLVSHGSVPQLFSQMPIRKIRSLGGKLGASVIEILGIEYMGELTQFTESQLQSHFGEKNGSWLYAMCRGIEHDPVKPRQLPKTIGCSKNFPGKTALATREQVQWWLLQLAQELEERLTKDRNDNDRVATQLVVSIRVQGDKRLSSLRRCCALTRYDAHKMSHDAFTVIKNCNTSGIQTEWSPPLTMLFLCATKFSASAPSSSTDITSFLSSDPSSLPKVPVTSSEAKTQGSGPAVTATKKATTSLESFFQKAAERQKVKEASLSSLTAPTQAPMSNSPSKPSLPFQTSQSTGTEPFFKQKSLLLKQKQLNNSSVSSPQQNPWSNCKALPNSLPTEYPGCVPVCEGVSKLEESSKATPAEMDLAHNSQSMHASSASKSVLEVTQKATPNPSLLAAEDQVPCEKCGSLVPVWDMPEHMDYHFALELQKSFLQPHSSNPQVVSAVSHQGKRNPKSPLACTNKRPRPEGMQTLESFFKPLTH
#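 Fluorescent replication assay: 50 nM final substrate added after a 15 min room-temperature compound preincubation with 10 nM enzyme. Signal taken at 0 min and again at 10 min.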
# APE1 inh: inhibitors of human APE1 endonuclease. 350,000 compounds, 0.35% hits. recombinant APE1, TAMRA/BHQ-2 abasic DNA cleavage fluorescence. P27695. Potency, µM (doses to about 65.8 µM), for the others: top-dose activity change, negative = inhibition, actives largely listed as inhibitors;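 note: plate controls were vehicle for no effect and reference inhibitor for full effect; nearly all actives have a fitted effect of over 55% in size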
# Target sequence (P27695 whole entry, looked up): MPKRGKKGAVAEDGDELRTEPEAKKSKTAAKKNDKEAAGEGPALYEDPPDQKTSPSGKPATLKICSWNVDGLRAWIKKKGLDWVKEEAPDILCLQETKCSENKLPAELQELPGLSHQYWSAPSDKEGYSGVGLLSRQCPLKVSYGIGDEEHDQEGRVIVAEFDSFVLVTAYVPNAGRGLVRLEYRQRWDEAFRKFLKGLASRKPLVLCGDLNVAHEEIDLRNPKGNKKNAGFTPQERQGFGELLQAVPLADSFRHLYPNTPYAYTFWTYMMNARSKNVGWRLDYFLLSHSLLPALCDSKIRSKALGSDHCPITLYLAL
#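 Compound pre-exposure to 0.75 nM APE1, 15 min at ambient temperature. Reaction initiated with 50 nM TAMRA/BHQ-2 THF substrate, read immediately in kinetic mode, 525 nm excitation, 598 nm emission.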
# BLM inh: inhibitors of human Bloom syndrome helicase BLM; P54132; recombinant BLM DNA unwinding, fluorescence dequenching; 350,000 compounds, 0.2% hits; Potency, µM (titrated, usually from 56.1 µM), for inactives: at the highest dose activity change, negative = inhibition, actives largely listed as inhibitors;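 note: plate controls were vehicle for no effect and no enzyme for full effect; nearly all actives have a fitted effect of over 35% in size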
# JMJD2A Tudor inh: inhibitors of human JMJD2A Tudor domain; O75164; AlphaScreen JMJD2A-Tudor / H3K4me3 peptide binding; Potency, µM (top dose mostly 114 µM), inactives show at the top dose activity change, negative = inhibition, actives largely listed as inhibitors; 390,000 compounds, 4.4% hits; AID 504339; note: % is set by controls: 0 for no effect and ±100 for the full control effect; nearly all actives have a fitted effect of over 50% in size
# G9a block: blocks human histone lysine methyltransferase G9a. Q96KQ7. G9a H3K9 monomethylation, AlphaScreen, 2 h. Potency, µM (series often up to 102 µM), for the others: top-dose activity, negative = inhibition, hits mostly inhibitors. 350,000 compounds, 8.8% hits. AID 504332; note: % is set by controls: 0 for no effect and ±100 for the full control effect; nearly all actives have a fitted effect of over 75% in size
#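 Methyltransferase reactions run at room temperature for 2 h (20 nM enzyme, 500 nM biotin-H3K9 peptide, 20 uM SAM) after a 15 min compound preincubation; product detected by AlphaScreen beads and anti-H3K9me1 antibody.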
# An asterisk follows results filed as active; u = inconclusive; x = not tested or not shown; & = joins results of further samples; [ ] = dose if it differs, or a comment. Calls come from the whole dose curve; as a rule, active = well fitted curve in the direction sought with a large enough effect; inconclusive = small, poorly fitted or top-dose-only effect, or another doubt; inactive = no such curve, though single readings can be large; an effect the other way counts as inactive or inconclusive. Potency is the fitted concentration of half-maximal effect.
SMILES | Pol kappa inh | BAZ2B block | POLB inh | POLI inh | POLH inh | APE1 inh | BLM inh | JMJD2A Tudor inh | G9a block
Cc1cccc(C)c1NC(=O)c1sccc1SCC#N | -5% | -3% | 0% | 28% | -5% | -6% | 2% | -13% | 11µM*
COc1ccc(C)cc1-n1c(=O)c2ccccc2c2ccccc2c1=O | -16% | u | 4% | 46%[activator] | -28% | -8% | -13% | -7% | 18µM*
O=C1C=C(c2ccc(-c3ccccc3)c(F)c2)C[C@@H](c2ccc(F)cc2)C1 | -8% | 6% | x | -14% | -16% | -8% | x | -18% | -4%[0.501 µM]
CN(C(=O)CN1C(=O)S/C(=C\c2ccc(Cl)cc2)C1=O)C1CCS(=O)(=O)C1 (stereo unspecified) | -13% | 0% | 26% | -1% | -1% | -10% | -5% | -14% | 3%
O=C1OC(c2ccc(F)cc2)=N/C1=C\C=C/c1ccccc1 | 2% | -18% | 2% | u | -6% | -1% | -9% | -25% | -3%
Cc1ccc(N2CCN(C(=O)C3CCN(c4ncnc5c4nc4n5CCCCC4)CC3)CC2)c(C)c1 | 7% | -13% | 11% | 36%[activator] | -12% | x | -2% | -9% | -27%[59 µM]
Cc1c(Br)ccc(NC(=O)COc2ccccc2C(N)=O)c1C | 9% | -17% | 0% | 176%[activator] | -3% | u | -5% | -11% | -3%
O=C1N(Cc2cccnc2)C[C@@H]2C[C@@H](c3ccc(C(F)(F)F)cc3)N3CCC[C@@]123 | -6% | -17% | 10% | 35%[activator] | -23% | 1% | -4% | 0% | u
CC1=CCC(C(=O)O)(C(=O)N/N=C/c2cccs2)C(c2ccc(F)cc2)C1 (stereo unspecified) | -19% | -2% | 3% | -8% | -6% | -5% | -10% | -6% | 10%[59 µM]
COc1ccc2cc(C)c3nnc(SCC(=O)Nc4nc(-c5ccccc5)cs4)n3c2c1 | -9% | -36% | 3% | -2% | 5% | -3% | -3% | -34% | -3%[12.7 µM]
Cc1ccc(C(=O)N/N=C\c2ccc(-c3ccc(Cl)c(Cl)c3)o2)cn1 | -20% | -38% | 20µM* | -19% | -30% | 10% | u | u | -41%
COc1ccccc1C(=O)Nc1ccccc1N1CCN(S(C)(=O)=O)CC1 | -14% | -7% | -4% | 0% | -10% | 1% | -1% | -12% | 2%[12.7 µM]
O=C(Nc1ccc(OC(F)(F)F)cc1)C1CCCN(S(=O)(=O)c2cccc3nonc23)C1 (stereo unspecified) | 0% | -13% | 9% | 44%[activator] | -6% | x | -5% | -17% | 2%[59 µM]
CCOc1ccccc1N=CC1=C(O)CC(c2ccccc2)CC1=O (stereo unspecified) | -3% | -1% | 5% | 121%[activator] | -14% | 0% | -5% | 4% | u
CN(CC(=O)NC1CCCCCC1)S(=O)(=O)c1cnc[nH]1 | -6% | 5% | 16% | -1% | 0% | -1% | 0% | -21% | -3%
CN(C)c1ccc(-c2nc(-c3cc4cc(Cl)ccc4oc3=O)cs2)cc1 | -4%[60.1 µM] | -1% | 4% | 23% | -20% | x | 2% | -3% | 5%[59 µM]
CCOc1cc(/C=N\NC(=O)OC)ccc1OC(=O)c1ccco1 | -15% | -2% | -9% | -16% | -10% | 6% | -10% | -8% | -15%
Cc1nc(NC(=S)NC(=O)c2cncc(Br)c2)ccc1Br | -18% | -28% | -4% | 12% | -13% | 0% | -7% | 18µM* | x
CC(C)CNc1nc(N)c([N+](=O)[O-])c(N2CCCCCC2)n1 | 3% | -39% | -1% | -1% | -20% | 4% | -8% | u | u
Cn1c(-c2ccccc2Br)n[nH]c1=S | -3% | x | x | -4% | -10% | x | x | 4.5µM* | x
O=[N+]([O-])c1ccc(C2Oc3ccccc3C3CC(c4ccccc4)=NN32)s1 (stereo unspecified) | x | u | -6% | x | x | -4% | -7% | x | 10µM*
Cc1ccc(S(=O)(=O)N/N=C\c2cc([N+](=O)[O-])ccc2Cl)cc1 | -3%[60.1 µM] | -36% | 9% | 5% | 9% | -3% | -3% | -25% | 2.8µM*
O=C(NCc1cccs1)C1CCC(CNS(=O)(=O)c2ccc(Br)s2)CC1 (stereo unspecified) | -13% | -2% | 26% | 12% | -24% | 2% | -1% | 0% | -11%
CC(=O)c1ccccc1NC(=O)CSc1nnc(Cc2csc(C)n2)o1 | -8% | 12% | x | 9% | -3% | -6% | x | -3% | u
Cc1nc(SCc2ccccc2)c([N+](=O)[O-])[nH]1 | -12% | -8% | 1% | 5% | -11% | 2% | 0% | -11% | -49%[59 µM]
CCC(c1nnnn1C(C)(C)C)N1CCN(c2cc(Cl)ccc2C)CC1 (stereo unspecified) | -10% | 6% | 7% | 6% | -12% | 1% | -9% | -13% | 9%[59 µM]
O=C(/C=C/c1ccc(OC2CSC2)cc1)c1ccc(Cl)cc1 | 4% | -3% | -2% | 20% | 4% | 1% | -9% | -3% | -4%[59 µM]
COc1ccc(OC)c(C(c2nnnn2Cc2ccco2)N2CCN(C)CC2)c1 (stereo unspecified) | 3% | -22% | 28% | -27% | -4% | 2% | -8% | -26% | u
CCOC(=O)c1ccc(NC(=O)CSc2nccn2Cc2ccc(OC)cc2)cc1 | -5%[60.1 µM] | u | -10% | 17% | -25% | x | -6% | u | u
CC(C)(Oc1ccc(Cl)cc1)C(=O)NC1CCCCC1 | 7% | -22% | x | -2% | -1% | 39% | x | 24% | -12%
CC1(C)CC(=O)c2sc(NC(=O)CN3CCCCC3)nc2C1 | -12% | x | 3% | 8% | -20% | 13% | -3% | u | 14µM*
CCCCn1c(=O)[nH]c(=O)c2c1nc(COc1ccc(C#N)cc1)n2CCC | -5% | -2% | -10% | 11% | -8% | 3% | 1% | -4% | 16%[59 µM]
O=S(=O)(Nn1c(O)c(C=C2N=c3ccccc3=N2)sc1=S)c1ccccc1 | -8% | u | -30% | -4% | -15% | 0% | -4% | u | u
N=C1C(c2nc3ccccc3c(=O)[nH]2)=C(O)CN1CCO | -6% | -1% | 6% | -1% | 3% | -7% | 2% | -2% | -19%[59 µM]
CCOc1ccc(CCNC(=O)CCCn2c(=O)c3cccn3c3cccnc32)cc1 | -2% | -10% | 46% | -11% | 16% | x | -2% | -12% | -6%[59 µM]
CC(C)C(C(=O)NCc1ccco1)N(CC1CCCO1)C(=O)CNS(=O)(=O)c1ccc(F)cc1 (stereo unspecified) | -1% | -21% | 1% | 28% | -14% | 48%[activator] | -4% | -5% | -9%
CC[C@@]1(C(=O)OC)N[C@H](CN(C)C(=O)Nc2ccc(F)cc2)[C@@H]2C(=O)N(Cc3ccccc3)C(=O)[C@@H]21 | 15% | x | x | -12% | -11% | 26% | x | -18% | x
COCCN1CCn2c(nc3cc(NC(=O)Cn4nc(C)c5ccccc5c4=O)ccc32)C1 | -6% | 10% | u | -18% | -11% | -3% | -29% | -15% | u
Cc1nc2nc(SCC(=O)N3CCOCC3)nn2c(C)c1Cc1c(F)cccc1Cl | -4% | 1% | u | 13% | 10% | -1% | 5% | -15% | 22µM*
C#CCn1c(=NC(=O)c2ccc(S(=O)(=O)N3CCCc4ccccc43)cc2)sc2cc(S(N)(=O)=O)ccc21 | -3% | -8% | -21% | 9% | -4% | 2% | -4% | -33% | -49%[59 µM]
O=C(NC12CC3CC(CC(C3)C1)C2)C1CC(=O)N(c2ccccc2)C1 (stereo unspecified) | -1% | 6% | 0% | 9% | -15% | -1% | 1% | -9% | 2%[59 µM]
CC1CCC(Nc2nnnn2-c2ccccc2)CC1 (stereo unspecified) | -2% | 0%[57.1 µM] | 9% | -15% | -9% | -5% | 1% | -6% | 44%[activator]
CC(C)(C)C(=O)CNS(=O)(=O)c1ccc(S(=O)(=O)NC2CC2)cc1 | -9% | -8% | 0% | -7% | -2% | 55%[activator] | -10% | -3% | -8%
COc1cc(C(=O)Nc2ccc(-c3nc4ccccc4o3)c(O)c2)cc(OC)c1OC | -21% | -7% | 12% | u | -5% | x | -8% | -6% | -12%[59 µM]
COc1ccccc1-c1cn[nH]c1-c1ccc(OCC(=O)NN)cc1O | -2% | -37% | 11% | 15% | -21% | 52%[activator] | -1% | -24% | 10%

# Shown as a hit in POLB inh, of those listed so far:
SMILES | Pol kappa inh | BAZ2B block | POLB inh | POLI inh | POLH inh | APE1 inh | BLM inh | JMJD2A Tudor inh | G9a block
Cc1ccc(C(=O)N/N=C\c2ccc(-c3ccc(Cl)c(Cl)c3)o2)cn1 | -20% | -38% | 20µM* | -19% | -30% | 10% | u | u | -41%

# (next part)
SMILES | Pol kappa inh | BAZ2B block | POLB inh | POLI inh | POLH inh | APE1 inh | BLM inh | JMJD2A Tudor inh | G9a block
O=C(CCCN1CCC(O)(c2ccc(Cl)cc2)CC1)c1ccc(F)cc1 | -2%[60.1 µM] | 1%&-2% | 13% | 12% | -16% | 17% | 6% | -26% | -10%[59 µM]
CCN(CC)C(=O)[C@H]1CC(CC(=O)NCC23CC4CC(CC(C4)C2)C3)C(=O)N2CCc3c([nH]c4ccc(OC)cc34)[C@]12C (stereo partly specified) | -5% | x | x | 8% | -5% | -22% | x | u | x
CCc1nn(CC(=O)NC(C)CC)c(=O)c2cc3c(OC)cccc3n12 (stereo unspecified) | 15% | 26% | 28% | 38%[activator] | -12% | x | -2% | -17% | 43%[59 µM]
COc1ccc(-n2c(=S)[nH]c3ccccc3c2=S)cc1 | -16% | 5% | 7% | 6% | 0% | 6% | -9% | -18% | 28%[2.33 µM]
CCOc1ccccc1C(=O)OCC(=O)NCc1ccc2c(c1)OCO2 | -6% | x | x | 13% | -18% | -3% | x | -16% | x
CCOc1cc(/C=C/c2nc3ccccc3c(=O)[nH]2)ccc1O | -9% | -3% | 5% | 56%[activator] | -16% | 10% | -7% | -20% | -5%
COc1cc(CN(C)Cc2cc(=O)n3ccsc3n2)ccc1OC(F)F | -2% | -15% | 2% | 52%[activator] | -14% | -5% | -4% | -5% | -25%

# Molecules shown so far that contain a tert-butyl group (2):
SMILES | Pol kappa inh | BAZ2B block | POLB inh | POLI inh | POLH inh | APE1 inh | BLM inh | JMJD2A Tudor inh | G9a block
CCC(c1nnnn1C(C)(C)C)N1CCN(c2cc(Cl)ccc2C)CC1 (stereo unspecified) | -10% | 6% | 7% | 6% | -12% | 1% | -9% | -13% | 9%[59 µM]
CC(C)(C)C(=O)CNS(=O)(=O)c1ccc(S(=O)(=O)NC2CC2)cc1 | -9% | -8% | 0% | -7% | -2% | 55%[activator] | -10% | -3% | -8%

# Source: PubChem (National Center for Advancing Translational Sciences (NCATS))

# Some of the compounds tested. The share of hits here may be higher or lower than overall.
